GALK inh = galactokinase (human) inhibition. P51570. Purified GALK, Kinase-Glo residual ATP luminescence. Potency, µM (highest dose often 57.5 µM), for inactives: at the highest dose activity change, negative = inhibition, usual class: inhibitors. 270,000 compounds, 0.007% hits. AID 1868; also: potency is read from the fitted curve at half-maximal effect; % is scaled to controls: 0 for no effect and ±100 for the full control effect
Target sequence (P51570 whole entry, looked up): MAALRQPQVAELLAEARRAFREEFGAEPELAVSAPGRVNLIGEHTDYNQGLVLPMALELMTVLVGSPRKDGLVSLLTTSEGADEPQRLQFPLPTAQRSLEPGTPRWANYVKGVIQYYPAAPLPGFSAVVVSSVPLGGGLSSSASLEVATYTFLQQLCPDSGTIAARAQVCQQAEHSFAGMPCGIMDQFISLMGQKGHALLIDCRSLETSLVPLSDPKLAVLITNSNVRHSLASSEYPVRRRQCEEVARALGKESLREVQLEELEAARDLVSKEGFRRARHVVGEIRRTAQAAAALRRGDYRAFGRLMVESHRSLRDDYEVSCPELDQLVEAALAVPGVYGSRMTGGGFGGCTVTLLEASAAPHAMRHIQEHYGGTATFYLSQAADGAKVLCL
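Compounds were pin-transferred into ATP buffer (35 uM final), then GALK plus galactose (5 nM, 100 uM final) was added. After 1 h at room temperature, Kinase-Glo Plus was added and luminescence read after 10 min.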
PKM2 act = activators of human pyruvate kinase M2; P14618; purified PKM2, Kinase-Glo ATP luminescence, activation; response scale: 0% is enzyme alone, no compound; Potency, µM (top dose mostly 57.5 µM), without a hit: at the top dose activation, actives largely listed as activators; 260,000 compounds, 0.34% hits; also: potency is read from the fitted curve at half-maximal effect; % is scaled to controls: 0 for no effect and ±100 for the full control effect; nearly all actives have a fitted effect of over 55% in size
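hPK-M2, >95% pure; 0.1 mM ADP / 0.5 mM PEP final; imidazole pH7.2 buffer w/ 7 mM MgCl2, 50 mM KCl; 1 h RT; Kinase-Glo lum. Intermediate enzyme activity for dual inhibitor/activator qHTS.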
Mito fusion act = inhibitors of mitochondrial division or activators of mitochondrial fusion; S. cerevisiae fusion-defective mutant growth rescue, CellTiterGlo 48 h; 320,000 compounds, 0.23% hits; Potency, µM (highest dose often 46.1 µM), for the others: at the highest dose growth rescue (activation), most hits filed as activators; AID 485298;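 also: potency is read from the fitted curve at half-maximal effect; % of control where 0% means no effect; nearly all actives have a fitted effect of over 45% in size; temperature-sensitive fusion mutants such as fzo1-1 at 37 °C on non-fermentable ethanol glycerol medium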
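Growth-rescue viability read-out: after 48 h at the non-permissive 37C in glycerol/ethanol YPEG, yeast mitochondrial fusion mutants are measured by CellTiterGlo luminescence; compounds (23 nl pinned per well) restoring growth score as division inhibitors or fusion activators.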
Chronic BCR inh = blocks chronic active B-cell receptor signaling; ABC-DLBCL IkBa-CBG/CBR reporter, luminescence ratio, 4 h; Potency, µM (highest dose often 46.1 µM), inactives show at the top dose ratio change, negative = lower green/red ratio, hits mostly inhibitors; 340,000 compounds, 0.05% hits; active = well fitted inhibition curve with a large enough effect in the signal ratio, with a control signal flat, not every such curve was filed as active; inconclusive = small, poorly fitted or top-dose-only effect, or effect the other way, or a change in a side signal; the % refers to the signal ratio;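 also: potency is read from the fitted curve at half-maximal effect; plate controls were basal doxycycline-induced cells for no effect and cells given 10 µM MG132 for full effect; MG132 reads +100%, hits lower the ratio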
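Cell line TMD8 (human ABC DLBCL), stably expressing tet-inducible CBG68-IkBa fusion and CBR; IMDM/0.5% FBS; cpd up to 46 uM; dox induction, 4 h, 37C/5% CO2; dual luminescence; green/red ratio; MG132 control.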
S-ASM inh = human S-ASM enzyme inhibition. P17405. placental ASM, HMU-PC fluorogenic substrate, 60 min. Potency, µM (series often up to 57.5 µM), for the others: at the top dose activity change, negative = inhibition, actives largely listed as inhibitors. 340,000 compounds, 0.006% hits. AID 504937; also: potency is read from the fitted curve at half-maximal effect
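HMU-PC0 cleavage (9 uM final) by human placental ASM, 60 min at 37 °C following 10 min compound exposure at RT; stopped at pH 10, fluorescence Ex 386/Em 447 nm.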
TSHR antagonist = antagonists of human thyroid stimulating hormone receptor | P16473 | 330,000 compounds, 0.2% hits | TSHR-expressing cells, TSH-stimulated cAMP HTRF, 2 h; hits give low values | AID 504810 | activity change, negative = inhibition, % at 11.5 µM;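 active = activity change below a set negative limit, meaning inhibition stronger than a set level, cut at about -70% in these data; inconclusive = activity change between two set negative limits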; also: % is scaled to controls: 0 for no effect and ±100 for the full control effect
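TSHR-expressing cells were treated with compounds, then stimulated with TSH at EC80 (4nM final) for 2 hours at 37 deg C. Cellular cAMP was measured by HTRF competition between lysate cAMP and cAMP-d2 for a cryptate-labelled anti-cAMP antibody.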
KCNH2 WT inh = KCNH2 (human, wildtype) channel inhibition; Q12809; U2OS, BacMam KCNH2, thallium flux FluxOr; hits give low values; activity change, % at 1.84 µM; 340,000 compounds, 0.37% hits;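 active = maximum activity change below -70%; inconclusive = maximum activity change between -70% and -50%; inactive = maximum activity change above -50%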; also: % is scaled to controls: 0 for no effect and ±100 for the full control effect
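U2OS cells were transduced with wild-type KCNH2 virus (2.03 x 10^8 / mL) for 4 h at room temperature, then cultured overnight at 37 C. Thallium flux was read with FluxOr dye. Rate constants were normalized to DMSO controls.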
Menin MLL FP TR = menin-MLL binding inhibition, Texas Red mutant peptide; Menin + Texas Red MLL mutant peptide, fluorescence polarization; Potency, µM (highest dose often 61.6 µM), for the others: at the highest dose FP activity change, negative = inhibition, most hits filed as inhibitors; O00255; 270,000 compounds, 0.23% hits; active = well fitted inhibition curve with a large enough effect in the polarisation, with a control signal flat, not every such curve was filed as active; inconclusive = small, poorly fitted or top-dose-only effect, or effect the other way, or a change in a side signal; inactive = no such curve, though single readings can be large or run the other way; the % refers to the polarisation; also: potency is read from the fitted curve at half-maximal effect; % of control where 0% means no effect; many of its hits are not listed in these tables
Eya2 phos inh = Eya2 (human) phosphatase inhibition; recombinant Eya2, OMFP fluorescence dephosphorylation (OMFP is methylfluorescein phosphate); Potency, µM (titrated, usually from 76.9 µM), without a hit: at the highest dose activity, negative = inhibition, usual class: inhibitors; 330,000 compounds, 0.006% hits; also: potency is read from the fitted curve at half-maximal effect; % is scaled to controls: 0 for no effect and ±100 for the full control effect
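Eya2 protein (added as 0.2 uM solution) was preincubated with compound for 10 min at ambient temperature in 50 mM HEPES pH 7.5, 50 mM NaCl, 5 uM MgCl2, 0.05% BSA, 1 mM DTT. OMFP (added at 50 uM) then reacted 10 min; fluorescence read at 485/525 nm.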
MBNL1-CUG inh = blocks human MBNL1 binding to CUG repeat RNA | Q9NR56 | TR-FRET MBNL1-His/biotin-(CUG)12 binding, 665/545 ratio | Potency, µM (top dose mostly 57.5 µM), inactives show top-dose activity change, negative = inhibition, most hits filed as inhibitors | 280,000 compounds, 0.036% hits; active = well fitted inhibition curve with a large enough effect in the signal ratio, with a control signal flat, not every such curve was filed as active; inconclusive = small, poorly fitted or top-dose-only effect, or effect the other way, or a change in a side signal; inactive = no such curve, though single readings can be large or run the other way; the % refers to the signal ratio; also: potency is read from the fitted curve at half-maximal effect; % is scaled to controls: 0 for no effect and ±100 for the full control effect
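Inhibition of protein-RNA binding appears as loss of TR-FRET between terbium anti-His antibody on MBNL1-His and streptavidin-XL665 on biotin-(CUG)12. Activity is normalized to buffer-only and uninhibited-complex controls.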
USP2a block = blocks human ubiquitin-specific protease USP2a. O75604. USP2 core, Ub-CHOP2 coupled fluorogenic reporter, 485/531. Potency, µM (titrated, usually from 38.3 µM), for the others: at the highest dose activity change, negative = inhibition, usual class: inhibitors. 330,000 compounds, 0.01% hits;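 also: potency is read from the fitted curve at half-maximal effect; plate controls were DMSO wells for no effect and full inhibition by NEM control for full effect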
Target sequence (O75604 whole entry, looked up): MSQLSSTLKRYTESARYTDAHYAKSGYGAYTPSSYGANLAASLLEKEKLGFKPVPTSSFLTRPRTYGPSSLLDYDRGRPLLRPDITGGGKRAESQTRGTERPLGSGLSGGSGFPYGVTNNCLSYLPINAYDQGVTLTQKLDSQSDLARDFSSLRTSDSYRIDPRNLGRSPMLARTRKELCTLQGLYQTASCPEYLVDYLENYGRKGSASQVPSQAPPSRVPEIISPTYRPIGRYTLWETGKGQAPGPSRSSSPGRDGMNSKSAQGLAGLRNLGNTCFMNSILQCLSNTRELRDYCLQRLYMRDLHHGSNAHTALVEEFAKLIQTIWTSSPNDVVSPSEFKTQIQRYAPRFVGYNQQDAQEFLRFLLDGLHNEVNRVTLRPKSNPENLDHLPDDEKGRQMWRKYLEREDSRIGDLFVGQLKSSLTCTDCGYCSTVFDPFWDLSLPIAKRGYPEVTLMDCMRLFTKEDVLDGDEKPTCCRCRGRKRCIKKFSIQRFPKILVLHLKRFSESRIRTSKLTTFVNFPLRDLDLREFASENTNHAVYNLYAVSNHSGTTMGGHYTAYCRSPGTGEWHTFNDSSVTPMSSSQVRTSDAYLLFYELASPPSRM
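Deubiquitinase activity read as fluorescence (485/531 nm) after Ub-CHOP2 cleavage activates the enterokinase reporter on its substrate; USP2 core 10nM, Ub-CHOP2 and substrate 25nM each, 30min compound preincubation then 60min RT; data normalized to NEM, curves fitted.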
An asterisk follows results filed as active; ? = inconclusive; · = not tested or not shown; [ ] = another dose, or the depositor's remark. Unless noted, calls follow the shape of the dose curve; as a rule, active = well fitted curve in the direction sought with a large enough effect; inconclusive = small, poorly fitted or top-dose-only effect, or another doubt; inactive = no such curve, though single readings can be large; an effect the other way counts as inactive or inconclusive. A portion of the library; the hit share may differ from the screen's.

Order of results: GALK inh	PKM2 act	Mito fusion act	Chronic BCR inh	S-ASM inh	TSHR antagonist	KCNH2 WT inh	Menin MLL FP TR	Eya2 phos inh	MBNL1-CUG inh	USP2a block
> CCOC(=O)c1cc2nc(Nc3ccc(OC)cc3)sc2s1
  3%	-4%	-4%	?	·	-7	-4	?	3%	3%	-1%
> CC1CCN(C(=O)CSc2nnc(CNC(=O)COc3ccc(Cl)cc3)o2)CC1
  2%	1%	-1%	-18%	0%	0	-3	5%	42%	9%	6%
> CCN1CCN(Cc2nc3c(c(=O)n(C)c(=O)n3C)n2Cc2ccccc2Cl)CC1
  1%	-17%	3%	1%	·	-3	·	-2%	9%	-11%	-1%
> OCCCc1nc2n(n1)C(c1ccccc1Cl)C=C(c1cccs1)N2 (stereo unspecified)
  0%	-2%	-8%	-1%	132%[activator]	1	-18	-2%	6%	19%	7%
> CC(C)N(Cc1nccn1C)C(=O)c1ccc(OC2CCN(C(=O)C3CC3)CC2)cc1
  13%	-3%	1%	21%	4%	0	2	0%	-4%	1%	-1%
> Cc1ccn2c(-c3csc(NCc4ccco4)n3)c(C)nc2c1
  7%	0%	-16%	-1%	13%	-18	3	3%	-5%	5%	2%
> O=C(c1ccc(Cl)c(S(=O)(=O)N2CCCCC2)c1)N1CCN(Cc2ccccc2)CC1
  8%	4%	-5%	-2%	0%	-8	-17	·	4%	5%	-3%
> O=C(Nc1c[nH]c(=O)[nH]c1=O)c1cccc([N+](=O)[O-])c1
  -1%	-3%[11.5 µM]	6%	2%	-6%	-14	2	-3%	-3%	?	0%
> NC(=O)CN(c1ccc([N+](=O)[O-])cc1)S(=O)(=O)c1ccccc1
  0%	-7%	1%	0%	0%	-13	·	-22%	-6%	-1%	-1%
> CC(OC(=O)Cc1ccccc1[N+](=O)[O-])C(=O)NC(=O)NC1CCCCC1 (stereo unspecified)
  ·	·	5%	-2%	5%	-1	-3	·	3%	·	-2%
> N#C/C(=C\c1ccccc1)C(=O)Nc1cccnc1
  -5%	-2%	1%	?	3%	18	-1	·	2%	·	8%
> c1ccc(-c2cn3nc4c(nc3n2)CCCC4)cc1
  4%	-34%	-6%	?	·	4	-11	-8%	13%	?	13%
> C/C(=N\OCC(=O)OCC(=O)NCc1ccccc1)c1ccc2c(c1)OCO2
  ·	·	1%	?	-5%	-13	-2	·	-4%	·	0%
> CCCCNC(=O)c1onc(CSc2cccc(OCC)c2)c1C(=O)O
  -3%	-1%	3%	10%	8%	-5	·	8%	-38%	-13%	2%
> CC(OC(=O)CNC(=O)c1ccc2ccccc2c1)C(=O)N(C)C1CCCCC1 (stereo unspecified)
  ·	·	-4%	0%	2%	-2	-3	·	-26%	·	0%
> Cc1ccc(S(=O)(=O)NCc2nc3nc(C)cc(C)n3n2)c(C)c1
  ·	4%	3%	-2%	1%	-4	0	10%	10%	-1%	-1%
> CN(CC(=O)Nc1ccccc1Cl)CC(=O)Nc1c(F)cccc1F
  7%	0%	3%	?	-5%	0	-6	7%	-9%	-5%	-14%
> O=C(COC(=O)/C=C/c1ccc(Cl)cc1)NCCC1=CCCCC1
  2%	-22%	-3%	-1%	1%	46	4	7%	6%	·	2%
> COC(=O)c1c(-c2c(Cl)cccc2Cl)noc1NC(=O)NN1CCOCC1
  -1%	-5%	2%	?	0%	-8	23	·	3%	6%	-1%
> Cn1cnnc1SCC(=O)Nc1ccccc1C(=O)NC1CC1
  0%	0%	2%	7%	-1%	2	-11	·	13%	-6%	1%
> COc1ccc(OC)c(C(C(=O)NC2CCCCC2)N(C(=O)c2snc(C(N)=O)c2N)c2ccccc2OC)c1 (stereo unspecified)
  -3%	·	6%	-3%	183%[activator]	11	-6	·	-9%	?	-5%
> N#CC1(NC(=O)COC(=O)c2ccc(-c3ccc(O)cc3)cc2)CCCCC1
  ·	·	3%	?	-1%	-6	-4	·	-5%	·	2%
> Cn1c(N)c(C(=O)Nc2ccccc2F)sc1=S
  -1%	1%	-4%	?	4%	-7	-5	·	10%	·	10%
> COc1ccc(S(=O)(=O)N2CCCC2C(=O)Nc2nnc(-c3cccnc3)s2)cc1 (stereo unspecified)
  4%	-2%	-4%	4%	-3%	24	-16	2%	4%	-5%	-1%
> C=CCn1c(SCC(=O)C23CC4CC(CC(C4)C2)C3)nc(O)cc1=O
  -3%	-1%	0%	7%	-4%	9	6	·	6%	-12%	-1%
> C=CCN(c1cccc(C(F)(F)F)c1)S(=O)(=O)c1cccc(C(=O)OCC(=O)NCCC)c1
  0%	-3%	6%	10%	-7%	-12	5	8%	-3%	7%	0%
> NC(=S)NNC(=S)Nc1ccccc1
  -2%	-8%	20%	-5%	6%	-3	1	6%	9%	-6%	10%
> Cc1ccc2c(c1)C(SCC(=O)NCCc1ccccc1)CC1(CCCC1)O2 (stereo unspecified)
  ·	-10%	11%	0%	-8%	-2	18	-14%	-4%	-13%	-7%
> CNS(=O)(=O)c1ccc(NC(=O)c2nc3nc(C)cc(C(F)F)n3n2)cc1
  0%	0%	-1%	?	·	6	·	1%	-15%	-5%	2%
> CN=C1c2ccccc2CN1c1cccc(C(=O)OC)c1
  1%	-3%	4%	0%	7%	4	1	3%	10%	10%	0%
> CCC(CC)C(=O)NCCc1ccc(OC)cc1
  -1%	1%	1%	-8%	5%	-3	20	·	1%	1%	0%
> CC(C)c1ccccc1OCC(=O)Nc1nnc(C2CC2)s1
  ·	·	8%	-6%	7%	18	-3	·	14%	·	0%
> O=C(c1cc(-c2cccs2)nc2ccccc12)N1CCN(S(=O)(=O)c2cccc(F)c2)CC1
  0%	-3%	12%	0%	23%	-1	-5	-17%	2%	10%	-4%
> C=CCC[C@@H](Cc1ccc(F)cc1)C(=O)OC[C@H](C)NC(=O)[C@@H](CC=C)CC(=O)N[C@@H](CO)Cc1ccccc1
  ·	·	·	1%	-4%	-9	4	·	-1%	·	1%
> O=C(NNCc1ccc(O)cc1)c1ccccc1Cl
  5%	13%[0.46 µM]	-1%	?	-3%	11	-8	-11%	4%	-3%	0%
> O=C(Cn1ncc2c([nH]c3ccccc32)c1=O)NCCCN1CCN(c2ccccc2)CC1
  9%	·	7%	-3%	0%	-2	10	-17%	11%	-10%	3%
> CNC(=O)Nc1cc(C(F)(F)F)cc(C(F)(F)F)c1
  0%	-6%	19%	4%	5%	-7	3	·	-17%	-14%	-1%
> O=C(O)c1cc(O)c2c(c1)C(=O)c1cc(O)cc(O)c1C2=O
  8%	-46%	-3%	-10%	7%	4	-7	?	-5%	?	3%
> COc1cc(=O)[nH]c(SCC(=O)Nc2ccc3ccccc3c2)n1
  -2%	1%	4%	11%	-4%	-15	0	-1%	6%	1%	-1%
> COc1ccc(NC(=O)CN2CCC(NC(=O)C3CCCCC3)CC2)c([N+](=O)[O-])c1
  -2%	1%	0%	?	-4%	-1	-2	0%	5%	-7%	5%
> CN1/C(=C/C(=O)C2CC2)C(C)(C)c2ccccc21
  -1%	7%	6%	10%	25%	2	-2	?	-2%	·	0%
> Cc1ccc(O)c(NC(=O)c2noc3c2CCCCC3)c1
  1%	-2%	-5%	?	2%	4	0	?	-12%	2%	1%
> Cc1c(C(=O)NCCCN2CCCC2=O)oc2ccccc12
  -2%	1%	0%	?	1%	6	6	1%	-15%	-5%	1%
> CCn1c(=O)n(CC)c2cc([N+](=O)[O-])ccc21
  0%	14%	0%	-7%	-1%	17	-3	-7%	?	?	-1%
> O=C(NCc1ccco1)C1CCCN1C(=O)Nc1ccc(Cl)cc1 (stereo unspecified)
  6%	0%	-4%	-2%	-3%	5	·	1%	5%	1%	4%
